High-throughput results (PubChem BioAssay)
beta cell repl = inducers of MIN6 beta-cell proliferation, primary screen, ATP luminescence, uHTS; MIN6 cells proliferation, ATPlite luminescence, 48 h; cells starved in 0.2% serum; 100% = growth in 10% serum; proliferation, % at 10 µM; 0.29% of 330,000 active; AID 2380, 2010;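 active means compounds whose signal lies at least 3.5 SD above the mean of all wells on their plate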;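 further: 0% = DMSO-treated cells in low-serum medium and 100% = 10% serum control; some compounds called inactive have numbers as strong as hits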
hIAP block = human IAP inhibitors, primary screen, biochemical, luminescence, uHTS; 0.12% of 330,000 active; AID 2544, 2010; purified IAP, CDP-Star luminescence, 30 min; inhibition, % at 10 µM; Intestinal-type alkaline phosphatase (Homo sapiens), P09923;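 active means inhibition reaching a set limit with compound at 10 µM in the primary screen, cut at about 35% in these data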;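 further: plate controls were DMSO wells with enzyme for no effect and no-enzyme buffer wells for full effect; values of inactives mirror those of a sister screen read the other way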
Target sequence (P09923 whole entry, looked up): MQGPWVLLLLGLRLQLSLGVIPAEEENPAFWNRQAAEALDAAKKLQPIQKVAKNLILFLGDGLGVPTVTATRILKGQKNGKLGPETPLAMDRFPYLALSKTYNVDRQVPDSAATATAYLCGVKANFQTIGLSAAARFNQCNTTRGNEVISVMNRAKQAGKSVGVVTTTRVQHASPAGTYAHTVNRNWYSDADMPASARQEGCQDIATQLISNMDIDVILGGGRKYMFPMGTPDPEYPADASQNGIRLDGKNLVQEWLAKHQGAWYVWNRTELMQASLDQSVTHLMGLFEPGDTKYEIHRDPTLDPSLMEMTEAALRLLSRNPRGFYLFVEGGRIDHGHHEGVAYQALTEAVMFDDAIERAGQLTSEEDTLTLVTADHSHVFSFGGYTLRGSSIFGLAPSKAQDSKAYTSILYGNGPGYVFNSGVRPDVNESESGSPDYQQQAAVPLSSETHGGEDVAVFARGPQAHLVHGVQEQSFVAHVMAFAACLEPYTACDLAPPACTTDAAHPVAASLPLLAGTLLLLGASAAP
A3G deaminase = APOBEC3G DNA deaminase inhibitors, primary screen, biochemical, fluorescence, single-stranded DNA substrate, uHTS. DNA dC->dU-editing enzyme APOBEC-3G (Homo sapiens), Q9HC16. inhibition, % at 20 µM. 0.28% of 330,000 active. recombinant A3G, ssDNA deamination FAM/TAMRA fluorescence. AID 493012, 2011;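 active means inhibition of at least 40% at 20 µM, with no more than 30% in the related APOBEC3A deaminase screen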;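 further: plate controls were DMSO wells with A3G for no effect and wells lacking A3G enzyme for full effect; some compounds called inactive have numbers as strong as hits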
mIAP block = inhibitors of mouse IAP, primary screen, biochemical, luminescence, uHTS | intestinal alkaline phosphatase [Mus musculus] | purified mouse IAP, CDP-Star luminescence, 30 min | inhibition, % at 10 µM | 0.2% of 330,000 active;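 active means inhibition of at least 40% at 10 µM in the primary screen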;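 further: plate controls were DMSO with enzyme for no effect and no enzyme wells for full effect; values of inactives mirror those of a sister screen read the other way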
mIAP activ = activators of mouse IAP, primary screen, biochemical, luminescence, uHTS; intestinal alkaline phosphatase [Mus musculus]; muIAP, CDP-Star luminescence, 30 min; active compounds read high; 1 = vehicle-only enzyme signal, 0 = enzyme-free wells; activation factor at 10 µM; 0.24% of 330,000 active;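 active means activation factor of at least 2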; further: the source names both 10 and 20 µM as test concentration; values of inactives mirror those of a sister screen read the other way
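Assay system: mouse IAP enzyme; Reagent: CDP-Star chemiluminescent phosphatase substrate; Compound: DMSO-dissolved test compounds; Incubation: 30 min, room temperature; Technique: luminescence from enzymatic CDP-Star hydrolysis; Controls: DMSO-only wells and no-enzyme negative control.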
ATG4B inhibitor = ATG4B protease inhibitors, primary screen, biochemical, fluorescence, uHTS. ATG4B cleavage of LC3-PLA2, NBD-HPC fluorescence, 1 h. inhibition, % at 8.33 µM. 0.51% of 340,000 active. AID 504462, 2011; in the data active means inhibition above about 40%
A3A deaminase = APOBEC3A ssDNA deaminase inhibitors, primary screen, selectivity assay for APOBEC3G inhibitor project, biochemical, FAM/TAMRA oligo cleavage fluorescence; recombinant A3A, FAM/TAMRA ssDNA deamination fluorescence; 0.41% of 330,000 active; inhibition, % at 20 µM; AID 493011, 2011;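 active means at least 40% inhibition at 20 µM here, with at most 30% in a related deaminase screen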;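 further: plate controls were A3A with DMSO for no effect and wells lacking A3A enzyme for full effect; some results filed as inactive read as strong as hits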
Target sequence (P31941 whole entry, looked up): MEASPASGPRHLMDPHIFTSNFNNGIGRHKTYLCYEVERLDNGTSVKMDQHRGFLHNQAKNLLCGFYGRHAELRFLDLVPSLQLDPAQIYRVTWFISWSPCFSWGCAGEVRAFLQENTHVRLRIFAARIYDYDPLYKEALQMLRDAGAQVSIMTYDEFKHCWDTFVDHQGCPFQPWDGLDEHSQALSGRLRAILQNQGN
MPTP inh = mitochondrial permeability transition pore inhibitors, primary screen, biochemical, isolated mouse mitochondria, absorbance; 1.4% of 360,000 active; inhibition, % at 10 µM; Ca2+ swelling absorbance, 30 min; AID 602449, 2012;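 active means inhibition of 50% or more, scaled per plate between neutral and stimulator controls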;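 further: 0% = DMSO wells given calcium and 100% = 1 mM EGTA wells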
hIAP act = human IAP activators, primary screen, biochemical, luminescence, uHTS; purified human IAP, CDP-Star luminescence, 30 min; active compounds read high; 1 = vehicle-only enzyme, 0 = enzyme-free background; activation factor at 10 µM; 0.16% of 330,000 active; AID 2524, 2010;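 active means activation factor of the enzyme at least 2-fold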; further: the source names both 10 and 20 µM as test concentration; values of inactives mirror those of a sister screen read the other way
An asterisk follows results filed as active; . = no result given. Random draw from the library, and some 3.3% of all compounds hit somewhere here.

No.	mol	beta cell repl	hIAP block	A3G deaminase	mIAP block	mIAP activ	ATG4B inhibitor	A3A deaminase	MPTP inh	hIAP act
1	CCN(CC)CCCNC(=O)c1[nH]c2ccccc2c1Sc1ccc(Cl)cc1	-6	-9	-8	4	0.96	4	-1	-1.7	1.1
2	O=C(C[C@H]1C/C=C\CC[C@H](Cc2ccc(F)cc2)C(=O)OC[C@H]2CCCN2C1=O)NCCO	2	-4	-7	-36	1.4	-12	-3	0.5	1
3	COc1ccc(/C=N\NC(=O)COc2ccccc2Cl)cc1Cn1nc(C)cc1C	-1	-1	-1	0	1	-5	1	0.2	1
4	CC1=CC(C)(C)NC(=S)N1c1ccc(C)cc1C	0	18	-3	11	0.89	6	1	-1.4	0.82
5	O=C(c1c(Cl)cccc1Cl)N1CCN(c2ccccn2)CC1	-2	-16	-10	-5	1	5	-6	-1.9	1.2
6	Cc1ccc(S(=O)(=O)/N=C/N(C)C)cc1	0	14	-1	2	0.98	6	3	-0.8	0.86
7	OCC1CCCN(Cc2ccc(-c3ccccc3)cc2)C1 (centres undefined)	-3	-8	-1	-11	1.1	5	8	-0.9	1.1
8	COc1cc(S(=O)(=O)NC2CCCC2)ccc1-n1cnnn1	-1	7	-10	-5	1	-3	-4	-1.6	0.93
9	O=C(N/N=C/c1cccc(Br)c1)C1CC(=O)N(c2ccccc2)C1 (centres undefined)	3	19	-13	10	0.9	-10	-4	-1.1	0.81
10	O=C(O)CSCC(=O)NCc1csc2ccc(Cl)cc12	0	-6	-7	-1	1	-4	-2	-0.2	1.1
11	O=C(CN1C(=O)NC2(CCCc3ccccc32)C1=O)N1CCN(C(=O)c2ccco2)CC1 (centres undefined)	-2	7	-8	5	0.95	2	0	-0.7	0.93
12	CN(c1ccccc1)S(=O)(=O)c1ccc(Cl)c(C(=O)Nc2ccc(N3CCOCC3)cc2)c1	-1	8	-1	-11	1.1	-6	-1	-0.1	0.92
13	COc1ccc(-c2[nH]ncc2CNCCc2ncccc2C)cc1F	-2	-7	-4	-1	1	-6	-1	-0.8	1.1
14	CCOC(=O)C1(Cc2ccccc2)CCN(Cc2cccc3c2OCO3)CC1	-5	-8	-2	3	0.97	4	1	0.3	1.1
15	CCCCc1nnc(NC(=O)CSc2nc(N)cc(=O)[nH]2)s1	0	-4	2	4	0.96	-11	0	0.2	1
16	CC1(c2ccc3noc(-c4ccc(Cl)cc4)c3c2)OCCO1	3	-7	-3	6	0.94	-3	-2	-0.3	1.1
17	Cc1cc(=O)oc2cc(NC(=O)c3cccc(S(=O)(=O)N(C)C)c3)ccc12	-2	10	-7	2	0.98	-10	-3	-1.3	0.9
18	Cc1cc2ccc(C)c(C)c2nc1SCC#N	4	10	-3	14	0.86	25	-4	-0.1	0.9
19	COc1ccc([C@H]2[C@H](C(=O)OC(C)(C)C)N3N=Cc4ccccc4C3C23C(=O)c2ccccc2C3=O)cc1OC (some centres undefined)	-2	21	2	-5	1.1	2	8	0.1	0.79
20	COc1ccc(Oc2coc3cc(O)ccc3c2=O)cc1	-1	28	-2	-2	1	-8	2	0.0	0.72
21	O=C(Cc1csc(NC(=O)Nc2cccc(Cl)c2)n1)NC1CCCC1	-4	-10	-9	-40	1.4	0	4	79*	1.1
22	COc1ccc(Cc2nnc3c4cnn(C)c4ncn23)cc1	-2	3	1	28	0.72	-1	6	-2.7	0.97
23	O=C(c1ccco1)N1CCN(Cc2cc(=O)c(OCc3ccccc3)co2)CC1	-2	-5	-8	-4	1	4	-3	0.4	1
24	Cc1ccc(S(=O)(=O)Nc2ccccc2C(=O)NCC2CCCO2)cc1 (centres undefined)	0	-13	-6	0	1	0	-3	.	1.1
25	CNc1nc(C(=O)O)nc(N2CCOCC2)n1	-2	2	-9	-3	1	0	-5	0.3	0.98
26	CC(=O)c1ccc(OCc2cc(=O)n3ccsc3n2)cc1	0	-29	-4	-2	1	1	3	0.6	1.3
27	Cc1ccc(S(=O)(=O)N2CCN(CC(=O)Nc3ccc4c(c3)CCC4)CC2)cc1C	-5	-9	-2	-19	1.2	-3	2	0.8	1.1
28	COc1ccccc1-c1cc(C(=O)NCc2ccc(Cl)cc2)no1	-1	-9	0	-7	1.1	8	3	-1.8	1.1
29	Cc1ccc(NC(=O)/C=C/c2cccc(C(F)(F)F)c2)cc1	0	20	2	6	0.94	5	5	17	0.8
30	CCc1cc2c(CN(C)Cc3ccccc3F)cc(=O)oc2cc1O	-4	-9	-9	-16	1.2	-21	0	3.6	1.1

Quoted at random: 2 compounds from above.
No.	mol	beta cell repl	hIAP block	A3G deaminase	mIAP block	mIAP activ	ATG4B inhibitor	A3A deaminase	MPTP inh	hIAP act
1	CCN(CC)CCCNC(=O)c1[nH]c2ccccc2c1Sc1ccc(Cl)cc1	-6	-9	-8	4	0.96	4	-1	-1.7	1.1
11	O=C(CN1C(=O)NC2(CCCc3ccccc32)C1=O)N1CCN(C(=O)c2ccco2)CC1 (centres undefined)	-2	7	-8	5	0.95	2	0	-0.7	0.93

Carrying on:
No.	mol	beta cell repl	hIAP block	A3G deaminase	mIAP block	mIAP activ	ATG4B inhibitor	A3A deaminase	MPTP inh	hIAP act
31	CCC(NC(=O)OC(C)(C)C)C(=O)Oc1ccc2c3c(c(=O)oc2c1)CCC3 (centres undefined)	0	10	-3	1	0.99	-3	-2	2.8	0.9
32	Cc1ccc(S(=O)(=O)N[C@@H](C)C(=O)N2CCC(C(=O)N[C@@H](Cc3ccccc3)C(=O)O)CC2)cc1	-3	-28	-5	2	0.98	-2	-7	-0.3	1.3
33	O=C(C[n+]1cc(Br)cc(Br)c1)c1ccc(-c2ccccc2)cc1	-1	10	5	-4	1	5	0	0.0	0.9
34	COc1cc(NC(=O)COC(=O)CNC(=O)c2ccc(C)cc2)c(C)cc1[N+](=O)[O-]	2	-27	11	4	0.95	4	1	-0.3	1.3
35	NC(=O)C1CCN(C(=O)CC2(CC(=O)O)CCCC2)CC1	0	-11	-6	-2	1	2	0	0.3	1.1
36	CC(=O)NNc1cc(C)nc(NS(=O)(=O)c2ccc(C)cc2)n1	-4	-45	13	8	0.92	1	-6	0.4	1.4
37	Cc1ccc(S(=O)(=O)N2CCN(CC(O)COc3ccccc3)CC2)cc1 (centres undefined)	1	0	-4	-3	1	-8	2	1.2	1
38	O=C(OCCCN=C1NS(=O)(=O)c2ccccc21)c1ccc(F)cc1	-1	0	0	-7	1.1	9	1	-0.5	0.99
39	Cc1ncc([N+](=O)[O-])n1CC(=O)NCc1ccccc1	-2	-4	-5	5	0.95	18	0	-6.6	1
40	CN(CC(=O)N1CCc2ccccc2C1)S(=O)(=O)c1ccc2c(c1)c(=O)n(C)c(=O)n2C	-1	8	-8	1	0.99	-12	-7	-1.2	0.92
41	COc1ccc(OC)c(N2C(=O)C(Cl)=C(N3CCOCC3)C2=O)c1	-1	3	-8	-9	1.1	6	0	0.7	0.97
42	O=C1CCCN1c1cc(Cl)ccc1Cl	-4	-3	2	4	0.96	-7	-3	1.3	1
43	COc1ccc(NC(=O)/C(C#N)=C/c2ccc[nH]2)c(OC)c1	4	-8	10	11	0.89	0	11	1.3	1.1
44	Cc1noc(C)c1C(=O)NCc1ccccc1F	-3	-23	-4	-3	1	2	4	-3.4	1.2
45	O=S(=O)(NCCCNS(=O)(=O)c1c(F)cccc1F)c1ccc2c(c1)OCCO2	-4	-1	-9	-5	1.1	-10	-3	3.0	1
46	CCOC(=O)C1=C(C)N(CC(C)C)C(=O)/C1=C\c1cccs1	0	19	-3	17	0.83	9	-2	1.6	0.81
47	O=C(CCc1ccc(S(=O)(=O)NC2CCCCC2)cc1)NCc1ccc(Cl)cc1	-2	17	3	-10	1.1	-9	0	0.2	0.83
48	CCN(CC)C(=O)c1ccc2c(c1)N(Cc1ccccc1)C(=O)CS2=O (centres undefined)	0	-12	12	-2	1	-6	7	-0.4	1.1
49	O=C(Cc1ccc(Br)cc1)OCC(=O)c1ccc2c(c1)OCCO2	0	13	3	1	0.99	-5	-1	2.5	0.87
50	Cn1nc(C(C)(C)C)cc1C(=O)Sc1cccc(Br)c1	-4	24	0	10	0.9	-8	-1	0.0	0.76
51	CCC(=O)Oc1ccc(C(=O)Nc2ccc3c(c2)C(=O)N(C2CCCCC2)C3=O)cc1	-5	25	-2	4	0.96	0	3	3.8	0.75
52	Cc1oc(-c2ccccc2F)nc1CS(=O)CC(=O)NCc1ccc(F)cc1 (centres undefined)	0	-10	0	-10	1.1	-14	0	1.5	1.1
53	COCCN(C(=O)COC(=O)CCC1CCCC1)c1c(N)n(Cc2ccccc2)c(=O)[nH]c1=O	-3	-1	-8	-4	1	0	1	1.0	1
54	O=C(COC(=O)C1CCC1)NCCc1ccc(Cl)cc1Cl	-3	10	-11	3	0.97	-4	-6	1.1	0.9
55	CC(Nc1cc(N2CCN(C(=O)C(C)(C)C)CC2)ccc1[N+](=O)[O-])c1ccccc1 (centres undefined)	-6	12	-4	21	0.79	-3	1	9.4	0.88
56	O=C(Nc1ccccc1N1CCOCC1)c1cccc(S(=O)(=O)N2CCOCC2)c1	-4	-3	-10	-2	1	-3	-4	-1.9	1
57	COCC(C)n1c(C)cc(C(=O)CSc2cc(C)c3ccccc3n2)c1C (centres undefined)	-4	-7	-10	10	0.9	22	-4	3.2	1.1
58	O=C(OCN1C(=O)c2ccccc2C1=O)c1ccccc1	-1	-13	-6	3	0.97	-1	-5	-1.4	1.1
